Assay outcomes deposited in PubChem BioAssay by National Center for Advancing Translational Sciences (NCATS).
Mito fusion act = inhibitors of mitochondrial division or activators of mitochondrial fusion; S. cerevisiae fusion-defective mutant growth rescue, CellTiterGlo 48 h; Potency, µM (top dose mostly 46.1 µM), without a hit: at the top dose growth rescue (activation), actives largely listed as activators; actives 0.23% (n = 320,000);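 note: potency is the fitted concentration of half-maximal effect; % of control where 0% means no effect; nearly all actives have a fitted effect of over 45% in size; temperature-sensitive fusion mutants such as fzo1-1 at 37 °C on non-fermentable ethanol glycerol medium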
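Temperature-sensitive fusion-defective S. cerevisiae (e.g. fzo1-1, mgm1-5) were grown with compound in YPEG medium (3% ethanol, 3% glycerol) for 48 hours at 37C. Growth rescue was measured as viability by CellTiterGlo luminescence after 10 minutes at ambient.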
TSG101-PTAP inh = blocks PTAP/TSG101 interaction to inhibit HIV-1 budding | Potency, µM (series often up to 115 µM), for the others: at the top dose activity change, negative = inhibition, actives largely listed as inhibitors | Fluorescence polarization, FITC-PTAP peptide / Tsg101 binding | Q99816 | 340,000 tested, under 10 active; active = well fitted inhibition curve with a large enough effect in the main read-out, with a control signal flat, not every such curve was filed as active; inconclusive = small, poorly fitted or top-dose-only effect, or effect the other way, or a change in a side signal; inactive = no such curve, though single readings can be large or run the other way; note: potency is the fitted concentration of half-maximal effect; % of control where 0% means no effect
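Tsg101 binding domain (10 uM final) was mixed with compound and a FITC-labeled PTAP peptide (50 nM final) in HEPES pH 7.5 buffer with NaCl, Tween 20, EDTA and TCEP; fluorescence polarization was read after 20 min at r.t.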
Tb PFK inh = inhibitors of T. brucei phosphofructokinase; O15648; T. brucei PFK, ADP-Glo luminescence; Potency, µM (doses to about 57.5 µM), without a hit: top-dose activity, negative = inhibition, usual class: inhibitors; actives 0.17% (n = 330,000);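 note: potency is the fitted concentration of half-maximal effect; 0% = uninhibited 1x PFK enzyme wells and -100% = no-enzyme wells; nearly all actives have a fitted effect of over 60% in size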
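Activity is normalized to no-enzyme wells (full inhibition) and 1.25 nM enzyme wells (no inhibition). Reaction: 0.5 mM F6P, 0.1 mM ATP, 45 min RT, ADP-Glo luminescence; concentration-response curves fitted and classed by quality.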
BCR signal inh = chronic active BCR signaling inhibition; AID 493014; Potency, µM (series often up to 46.1 µM), for the others: top-dose ratio change, negative = lower green/red ratio, usual class: inhibitors; actives 0.05% (n = 340,000); ABC-DLBCL IkBa-CBG/CBR reporter, luminescence ratio, 4 h; active = well fitted inhibition curve with a large enough effect in the signal ratio, with a control signal flat, not every such curve was filed as active; inconclusive = small, poorly fitted or top-dose-only effect, or effect the other way, or a change in a side signal; the % refers to the signal ratio;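 note: potency is the fitted concentration of half-maximal effect; plate controls were basal doxycycline-induced cells for no effect and cells given 10 µM MG132 for full effect; MG132 reads +100%, hits lower the ratio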
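Cell line TMD8 (human ABC DLBCL), stably expressing tet-inducible CBG68-IkBa fusion and CBR; IMDM/0.5% FBS; cpd up to 46 uM; dox induction, 4 h, 37C/5% CO2; dual luminescence; green/red ratio; MG132 control.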
S-ASM inh = inhibitors of human secretory acid sphingomyelinase; Potency, µM (titrated, usually from 57.5 µM), inactives show at the highest dose activity change, negative = inhibition, usual class: inhibitors; actives 0.006% (n = 340,000); placental ASM, HMU-PC fluorogenic substrate, 60 min; note: potency is the fitted concentration of half-maximal effect
Target sequence (P17405 47-631 limits assumed): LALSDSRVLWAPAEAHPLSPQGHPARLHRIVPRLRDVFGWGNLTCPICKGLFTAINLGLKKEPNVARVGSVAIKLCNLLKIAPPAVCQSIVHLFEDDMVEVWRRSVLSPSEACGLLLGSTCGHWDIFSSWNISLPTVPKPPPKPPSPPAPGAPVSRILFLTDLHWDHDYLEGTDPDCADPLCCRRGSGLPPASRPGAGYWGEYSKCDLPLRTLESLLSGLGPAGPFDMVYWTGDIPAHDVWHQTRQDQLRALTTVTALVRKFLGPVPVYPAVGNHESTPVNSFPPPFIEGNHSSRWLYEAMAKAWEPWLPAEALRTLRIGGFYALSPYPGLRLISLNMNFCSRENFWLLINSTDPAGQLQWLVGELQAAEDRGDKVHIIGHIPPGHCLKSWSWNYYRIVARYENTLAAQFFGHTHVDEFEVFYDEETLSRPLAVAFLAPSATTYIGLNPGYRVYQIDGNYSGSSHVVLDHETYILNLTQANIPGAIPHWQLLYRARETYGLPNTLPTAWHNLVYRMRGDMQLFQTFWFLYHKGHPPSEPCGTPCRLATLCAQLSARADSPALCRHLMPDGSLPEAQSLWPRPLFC
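Fluorescence read-out (Ex 386 nm, Em 447 nm) after stopping the reaction at pH 10. Enzyme: ASM from human placenta; substrate HMU-PC0, 9 uM final; 60 min, 37 °C. Compound preincubation 10 min, ambient temperature.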
Eya2 inh = inhibitors of human Eya2 phosphatase activity; actives 0.006% (n = 330,000); recombinant Eya2, OMFP fluorescence dephosphorylation (OMFP is methylfluorescein phosphate); O00167; Potency, µM (top dose mostly 76.9 µM), for the others: at the top dose activity, negative = inhibition, most hits filed as inhibitors; note: potency is the fitted concentration of half-maximal effect; % is set by controls: 0 for no effect and ±100 for the full control effect
Target sequence (O00167 whole entry, looked up): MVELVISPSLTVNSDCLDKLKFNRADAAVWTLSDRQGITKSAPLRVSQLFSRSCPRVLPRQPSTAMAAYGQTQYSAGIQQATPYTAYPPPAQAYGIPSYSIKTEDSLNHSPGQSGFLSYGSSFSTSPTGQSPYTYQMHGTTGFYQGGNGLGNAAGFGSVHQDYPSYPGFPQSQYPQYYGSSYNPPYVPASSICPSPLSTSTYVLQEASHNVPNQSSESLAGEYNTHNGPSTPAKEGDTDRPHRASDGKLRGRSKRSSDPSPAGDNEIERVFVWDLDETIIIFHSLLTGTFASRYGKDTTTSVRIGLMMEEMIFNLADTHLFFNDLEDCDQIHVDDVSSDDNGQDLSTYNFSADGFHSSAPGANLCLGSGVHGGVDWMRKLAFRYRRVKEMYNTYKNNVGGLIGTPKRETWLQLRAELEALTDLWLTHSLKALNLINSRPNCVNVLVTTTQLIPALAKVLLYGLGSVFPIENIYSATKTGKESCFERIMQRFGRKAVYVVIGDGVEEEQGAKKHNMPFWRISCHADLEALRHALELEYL
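Eya2 (0.2 uM) preincubated 10 min at ambient with compound, then OMFP substrate added at 50 uM; 10 min reaction in 50 mM HEPES pH 7.5, 50 mM NaCl, 5 uM MgCl2, 0.05% BSA, 1 mM DTT. Fluorescence read at Ex 485/Em 525 nm.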
ELG1 DNA repair = blocks ELG1-dependent DNA repair in HEK293T cells | Potency, µM (top dose mostly 46.1 µM), inactives show top-dose activity change, negative = inhibition, most hits filed as inhibitors | actives 2.3% (n = 330,000) | AID 504467 | HEK293T ELG1-luciferase reporter, luminescence, 16 h; DNA damage induced by 5-fluorouridine; note: potency is the fitted concentration of half-maximal effect; % is set by controls: 0 for no effect and ±100 for the full control effect; nearly all actives have a fitted effect of over 55% in size
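Luminescence from the luciferase reporter, measured 30 min after ONE-Glo reagent at room temperature, was the read-out. Beforehand, 2,000 cells per well were exposed for 16 hr at 37 °C to 5-fluorouridine together with compound or vehicle.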
TCR act = T cell receptor activation; primary human leukocytes, anti-CD3, IL-2 HTRF, 48 h; Potency, µM (doses to about 9.22 µM), for the others: at the highest dose activation of IL-2 secretion, most hits filed as activators; 330,000 tested, under 10 active; AID 504894; note: % of control where 0% means no effect
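TCR engagement came from a-CD3 beads alone, with compounds added to primary human leukocytes for 48 hr. Secreted IL-2 bridged europium cryptate- and d2-labelled anti-IL-2 antibodies, giving FRET emission at 665nm after 320nm excitation.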
A-T KAP1 phos = potential ataxia-telangiectasia treatment; […] A-T fibroblasts, KAP-1 phosphorylation AlphaLISA; neocarzinostatin DNA damage 30 min before lysis; Potency, µM (doses to about 57.5 µM), inactives show at the highest dose activation, usual class: activators; actives 0.19% (n = 320,000); AID 485349; note: potency is the fitted concentration of half-maximal effect; % of control where 0% means no effect; nearly all actives have a fitted effect of over 45% in size
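ATM-like activity read as KAP-1 phosphorylation via AlphaLISA donor/acceptor antibody pairs after lysis and 6 hr at 25C. Cells were ATM-null patient fibroblasts ([…], hTERT), dosed 60 min, then exposed to the DSB inducer NCS for 30 min.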
TSHR antagonist = antagonists of human thyroid stimulating hormone receptor; TSHR-expressing cells, TSH-stimulated cAMP HTRF, 2 h; stronger effect = lower value; activity change, negative = inhibition, % at 11.5 µM; actives 0.2% (n = 330,000);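 active = activity change below a set negative limit, meaning inhibition stronger than a set level, cut at about -70% in these data; inconclusive = activity change between two set negative limits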; note: % is set by controls: 0 for no effect and ±100 for the full control effect
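Competitive HTRF cAMP read-out (cryptate anti-cAMP antibody, cAMP-d2; 30 min, room temperature) in freshly harvested TSHR cells. Compounds added before TSH at EC80 (4nM final), followed by 2 hours' incubation at 37 deg C.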
Integrin act MD = activates integrin-mediated alleviation for muscular dystrophy; AID 624291; Potency, µM (series often up to 38.3 µM), without a hit: top-dose activation, usual class: activators; alpha7betagal myoblasts, beta-gal FDG fluorescence, 48 h; actives 0.064% (n = 350,000);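 note: potency is the fitted concentration of half-maximal effect; 100% = response of the positive control SU9516; nearly all actives have a fitted effect of over 60% in size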
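alpha7betagal+/- myoblasts (passage 13, 250/well) treated 48 h at 37C with compounds at 1:260 dilution of DMSO stock. Lysed, then beta-galactosidase activity read as FDG fluorescence (ex 480/em 540) after 30 min, with pre-read for autofluorescence.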
An asterisk follows results filed as active; ? = inconclusive; [ ] = remark or other dose. Unless noted, calls come from the whole dose curve; as a rule, active = well fitted curve in the direction sought with a large enough effect; inconclusive = small, poorly fitted or top-dose-only effect, or another doubt; inactive = no such curve, though single readings can be large; an effect the other way counts as inactive or inconclusive.

#1 COc1ccccc1N(C)S(=O)(=O)c1ccc(Cl)c(C(=O)NNC(=O)c2ccccc2O)c1
#2 Cc1ccccc1Cn1cc(CCC(=O)N2CCOCC2)c2ccccc21
#3 N#Cc1cc([N+](=O)[O-])ccc1Oc1ccc(-c2nnco2)cc1
#4 O=C(c1ccc(Cl)cc1)N1CCN(C(=O)c2ccco2)CC1
#5 COc1ccccc1CNC(=O)CS(=O)(=O)Cc1ccccc1
screen / no.	1	2	3	4	5
Mito fusion act	3%	13%	1%	0%	1%
TSG101-PTAP inh	-5%	-7%	0%	-1%	-1%
Tb PFK inh	13%	1%	-3%	-1%	2%
BCR signal inh	-2%	-8%	13%	0%	-8%
S-ASM inh	-7%	-2%	-5%	3%	0%
Eya2 inh	2%	4%	13%	-3%	-6%
ELG1 DNA repair	26%	-6%	2%	10%	17%
TCR act	-11%	-2%	-1%	1%	-1%
A-T KAP1 phos	-3%	5%	-3%	8%	11%
TSHR antagonist	-13	-1	5	10	1
Integrin act MD	0%	6%	-26%	2%	-5%

#6 O=P(CCCCCCCCCP(=O)(c1ccccc1)c1ccccc1)(c1ccccc1)c1ccccc1
#7 S=c1[nH]nc(C(c2ccccc2)C2CCCCC2)o1 (stereo not drawn)
#8 CC1(c2cccc([N+](=O)[O-])c2)CC(C)(C)N(C(=O)c2ccccc2)c2ccccc21 (stereo not drawn)
#9 CCNC(=S)Nc1cc(OC)c(NC(=O)c2ccco2)cc1OC
#10 CCOc1ccc(-n2cc(C(=O)N3CCC(C)CC3)c3cc(OC)c(OC)cc3c2=O)cc1
screen / no.	6	7	8	9	10
Mito fusion act	-1%	1%	0%	-3%	18%
TSG101-PTAP inh	-4%	-1%	0%	0%	-4%
Tb PFK inh	-3%	-10%	30%	-10%	1%
BCR signal inh	?	10%	4%	?	?
S-ASM inh	-7%	0%	-6%	1%	-1%
Eya2 inh	?	?	3%	3%	-13%
ELG1 DNA repair	0%	0%	0%	-5%	-22%
TCR act	3%	-21%	-2%[46.1 µM]	2%	3%
A-T KAP1 phos	3%	-12%	-18%	-4%	9%
TSHR antagonist	11	-10	-6	10	5
Integrin act MD	-14%	7%	-15%	-21%	25%

#11 O=[N+]([O-])c1cc(/C=N/N2CCN(c3ccccc3)CC2)ccc1Cl
#12 CCC(C(=O)NC1CCCC1)N(C(=O)Cn1nnc(-c2ccc(C)o2)n1)c1ccc(OC)c(OC)c1 (stereo not drawn)
#13 Cc1cccc(OC(=O)C2C(c3ccccc3)C(C(=O)O)C2c2ccccc2)c1 (stereo not drawn)
#14 Cc1ccccc1-n1c(SCc2c(C)noc2C)nnc1-c1ccncc1
#15 Clc1ccc(CNc2nnnn2-c2ccccc2)c(Cl)c1
screen / no.	11	12	13	14	15
Mito fusion act	0%	4%	6%	1%	1%
TSG101-PTAP inh	-2%	1%	-5%	-5%	1%
Tb PFK inh	4%	17%	3%	-3%	4%
BCR signal inh	2%	1%	4%	0%	?
S-ASM inh	-2%	-3%	1%	2%	2%
Eya2 inh	4%	-21%	-5%	-9%	-6%
ELG1 DNA repair	19%	18%	-5%	?	?
TCR act	2%[46.1 µM]	-1%	18%	2%	-4%
A-T KAP1 phos	8%	2%	1%	6%	-1%
TSHR antagonist	3	-4	13	-18	-16
Integrin act MD	-2%	-23%	35%	5%[7.66 µM]	24%

#16 CCC1SC2=NC(C)=C(C(=O)OC)C(c3ccc(C)cc3)N2C1=O (stereo not drawn)
#17 Cc1c(NC(=O)C23CC4CC(CC(C)(C4)C2)C3)c(=O)n(-c2ccccc2)n1C
#18 O=C(Nc1ncc(Cc2ccc(Cl)cc2Cl)s1)c1ccc([N+](=O)[O-])cc1
#19 Cc1cc(S(=O)(=O)NCCN(C)C)c(C)s1
#20 COc1ccc(Cl)cc1S(=O)(=O)N1CCCC1=O
screen / no.	16	17	18	19	20
Mito fusion act	-1%	2%	-2%	2%	-5%
TSG101-PTAP inh	-3%	-3%	-2%	0%	-4%
Tb PFK inh	0%	-4%	-3%	1%	5%
BCR signal inh	?	?	1%	-3%	-12%
S-ASM inh	-6%	-2%	-3%	-1%	1%
Eya2 inh	-33%	18%	6%	25%	-4%
ELG1 DNA repair	-5%	3%	-21%	1%	1%
TCR act	4%	6%	7%[46.1 µM]	4%	-2%
A-T KAP1 phos	24%	2%	-5%	11%	2%[11.5 µM]
TSHR antagonist	-2	-1	-6	43	0
Integrin act MD	10%	5%	16%	19%	9%

Rewritten with each value named: 2 of the compounds above.
19: Cc1cc(S(=O)(=O)NCCN(C)C)c(C)s1
  Mito fusion act: 2%
  TSG101-PTAP inh: 0%
  Tb PFK inh: 1%
  BCR signal inh: -3%
  S-ASM inh: -1%
  Eya2 inh: 25%
  ELG1 DNA repair: 1%
  TCR act: 4%
  A-T KAP1 phos: 11%
  TSHR antagonist: 43
  Integrin act MD: 19%

20: COc1ccc(Cl)cc1S(=O)(=O)N1CCCC1=O
  Mito fusion act: -5%
  TSG101-PTAP inh: -4%
  Tb PFK inh: 5%
  BCR signal inh: -12%
  S-ASM inh: 1%
  Eya2 inh: -4%
  ELG1 DNA repair: 1%
  TCR act: -2%
  A-T KAP1 phos: 2%[11.5 µM]
  TSHR antagonist: 0
  Integrin act MD: 9%

Continuation:
#21 COCCCNc1nc2cc(OC)c(OC)cc2c2nc(-c3ccccc3)nn12
#22 COc1ccc(/C=N\NC(=O)c2cc(O)c(O)c(O)c2)cc1COc1ccc(C(=O)OCC(C)C)cc1
#23 S=C(Nc1ccc(Cl)cc1Cl)N1CCN(c2ccccn2)CC1
#24 Cc1nn(Cc2cccc(F)c2)c(C)c1NC(=O)c1c(Cl)cnn1C
#25 COC(=O)CSc1nnc(-c2cccnc2)n1C
screen / no.	21	22	23	24	25
Mito fusion act	14%	28%	-4%	0%	-3%
TSG101-PTAP inh	0%	-3%	-2%	2%	-6%
Tb PFK inh	-1%	-3%	0%	-4%	-3%
BCR signal inh	8%	?	6%	2%	-5%
S-ASM inh	-3%	?	0%	-3%	4%
Eya2 inh	-2%	?	14%	-1%	-11%
ELG1 DNA repair	4.1µM*	?	11%	4%	-4%
TCR act	-1%	2%	-3%	1%[46.1 µM]	-1%
A-T KAP1 phos	0%	6%	-5%	10%	0%
TSHR antagonist	-6	-1	35	-4	-5
Integrin act MD	-17%	-24%	-17%	19%	18%

#26 Nc1nc(-c2ccc(Br)cc2)cs1
#27 CC(C)CNC(=O)COC(=O)c1cc(S(=O)(=O)N2CCCCC2)ccc1N1CCOCC1
#28 CCOC(=O)C(NC(=O)CC)(Nc1ccccc1OC)C(F)(F)F (stereo not drawn)
#29 COc1ccc(NCc2n[nH]nc2-c2ccccc2)cc1Cl
#30 COc1cc(C(=O)NCC(=O)OCCN2C(=O)c3ccccc3C2=O)cc(OC)c1OC
#31 CCOc1c(Cl)cnn(-c2ccc(C)cc2)c1=O
#32 COc1ccc(NC(=O)CSc2nnnn2C)cc1S(=O)(=O)N1CCCCC1
#33 COCc1[nH][nH]c(=O)c1C=Nc1ccc(F)cc1F
screen / no.	26	27	28	29	30	31	32	33
Mito fusion act	16%	2%	2%	26%	5%	4%	-3%	0%
TSG101-PTAP inh	-2%	-10%	0%	-7%	0%	-7%	-1%	1%
Tb PFK inh	-3%	3%	-8%	0%	0%	0%	-6%	1%
BCR signal inh	19%	-2%	-2%	?	-16%	25%	-1%	9%
S-ASM inh	-2%	-1%	2%	1%	1%	1%	3%	4%
Eya2 inh	19%	-6%	22%	-11%	-23%	-13%	13%	-4%
ELG1 DNA repair	?	-17%	-1%	-16%	10%	13%	8%	0%
TCR act	-13%	-5%	2%	3%	-9%	-3%	-9%	2%
A-T KAP1 phos	-1%	21%	7%	-1%	-2%	-5%	-10%	0%
TSHR antagonist	-4	38	5	-8	-1	-8	4	3
Integrin act MD	-12%	4%	-5%	-7%	8%	25%	-39%	31%
